GPR55 beta-arrestin: selective activators of receptor GPR55 – imaging, U2OS cells, beta-arrestin-GFP redistribution, primary screen (AID 1961); U2OS GPR55 beta-arrestin-GFP redistribution imaging; higher % means a stronger effect; one-dose activation, % at 10 µM; EC50 in µM for titrated hits; 290,000 tested, 0.048% active;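 active = activation above 40% with more than 50 cells counted in the well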;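 note: U2OS osteosarcoma cells stably expressing GPR55 and beta-arrestin-GFP; plate controls were DMSO negative control for no effect and LPI positive control for full effect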
MgcRacGAP inhibition: MgcRacGAP GTPase-activating activity inhibitors, confirmation, biochemical, ADP Hunter fluorescence; MgcRacGAP-stimulated Rac1 GTP hydrolysis, ADP Hunter fluorescence; higher % means a stronger effect; GST-tagged Rac1 F28L mutant substrate; inhibition, % at 30 µM; hits with a dose series show IC50 in µM; 340,000 tested, 0.6% active; AID 624330;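 active = first-screen hits whose inhibition reached a set limit at any dose in the follow-up dose series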;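 note: fluorescence reports GDP produced by GAP-driven GTP hydrolysis; strong numbers were not always called active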
NTR1 ag: agonists of NTR1, primary screen, imaging, U2OS cells, beta-arrestin-GFP, high content (AID 493036); activation, % at 20 µM; 330,000 tested, 0.17% active; P30989; NTR1-U2OS beta-arrestin-GFP spot imaging, agonist mode;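 active = activation at or above 40% of the spot to cytoplasm intensity ratio, with at least 20 cells analyzed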;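 note: 0% = DMSO without peptide and 100% = 100 nM NTR1 peptide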
Target sequence (P30989 whole entry, looked up): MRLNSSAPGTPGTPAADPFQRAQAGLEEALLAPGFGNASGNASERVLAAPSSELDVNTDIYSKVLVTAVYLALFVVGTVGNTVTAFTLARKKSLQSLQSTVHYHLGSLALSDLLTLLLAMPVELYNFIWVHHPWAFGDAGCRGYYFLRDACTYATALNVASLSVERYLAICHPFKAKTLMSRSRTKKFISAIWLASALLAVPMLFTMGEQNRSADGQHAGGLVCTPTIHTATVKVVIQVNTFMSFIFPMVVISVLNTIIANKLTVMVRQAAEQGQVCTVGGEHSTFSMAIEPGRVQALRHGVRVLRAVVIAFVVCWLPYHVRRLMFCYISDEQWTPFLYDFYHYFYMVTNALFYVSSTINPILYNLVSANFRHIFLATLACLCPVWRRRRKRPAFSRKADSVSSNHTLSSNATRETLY
NOD1 inhibition: NOD1 signaling inhibitors, primary screen, cell-based, luminescence, uHTS (AID 1578) | 290,000 tested, 1% active | NOD1-driven NF-kB luciferase reporter cells, luminescence; higher % means a stronger effect | inhibition, % at 4 µM; hits with a dose series show EC50 in µM; in the data active = inhibition mostly above about 36%, no sharp cut-off; inactive = mostly below about 34%;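 note: HEK-293T reporter cells stimulated with the NOD1 agonist gamma-tri-DAP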
GPR35 antagonists: inhibition of zaprinast-stimulated GPR35 beta-arrestin translocation – imaging, U2OS, beta-arrestin-GFP, zaprinast agonist, primary screen (AID 2058); 290,000 tested, 0.052% active; one-dose inhibition, % at 10 µM; IC50 in µM for titrated hits; U2OS GPR35 beta-arrestin-GFP translocation imaging, zaprinast antagonism; higher % means a stronger effect;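 active = inhibition of at least 50% with at least 30 cells and total cytoplasm GFP at most 10,000,000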
KOR beta-arrestin-1: KOR antagonists, beta-arrestin recruitment, cell-based, luminescence, uHTS (AID 1778); KOR beta-arrestin recruitment, luminescence, antagonist mode; higher % means a stronger effect; inhibition, % at 10 µM; hits with a dose series show IC50 in µM; 290,000 tested, 0.091% active; in the data active = inhibition above about 50%; note: strong numbers were not always called active
K1F lysis inhibition: protection from phage-mediated lysis, alamar blue read-out – E. coli UTI89, K1F phage, bacterial capsule biogenesis inhibitors (AID 488966); E. coli UTI89 K1F phage lysis, alamar blue, 2 h; higher % means a stronger effect; one-dose inhibition, % at 100 µM; IC50 in µM for titrated hits; 340,000 tested, 0.02% active;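 active = phage lysis inhibition, versus mean bacterial control, above a set limit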;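 note: capsule biogenesis inhibitors block K1F phage lysis so surviving cells raise fluorescence; higher fluorescence means more inhibition of phage lysis; actives were called in the ten point dose series up to 300 µM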
GPR55 antagonists: inhibition of LPI-stimulated GPR55 beta-arrestin translocation – imaging, U2OS, beta-arrestin-GFP, LPI agonist, primary screen (AID 2013) | U2OS GPR55 beta-arrestin-GFP translocation imaging, LPI antagonism; higher % means a stronger effect | inhibition, % at 10 µM; hits with a dose series show IC50 in µM | 290,000 tested, 0.13% active;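 active = spots per cell inhibited over 60%, with over 100 cells counted and total cytoplasm intensity under 500,000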;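 note: U2OS cells stably carrying GPR55 and arrestin-GFP stimulated by 5 µM LPI near EC80; imaged beta-arrestin-GFP aggregate spots per cell after agonist stimulation; plate controls were LPI-stimulated DMSO wells for no effect and DMSO wells without LPI for full effect; some results filed as inactive read as strong as hits; confirmed hits need IC50 under 10 µM and bright autofluorescent wells are also inconclusive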
KOR beta-arrestin-2: KOR agonists, beta-arrestin recruitment, primary screen, cell-based, luminescence, uHTS (AID 1777); KOR beta-arrestin recruitment, luminescence; higher % means a stronger effect; one-dose activation, % at 10 µM; EC50 in µM for titrated hits; 280,000 tested, 0.02% active; in the data active = activation above about 50%, passing the limit was not always enough; note: a part of the inactive calls stands beside numbers as strong as those of hits
NTR1 ag cell count 20 µM: also measured in NTR1 ag; calls as there; cell count; measured here: cell count, cytotoxicity flag
Numbers without * were called inactive; . = not tested or not shown; [ ] = remark or other dose. Some of the compounds tested; count on the stated rates, not on these rows.

SMILES	GPR55 beta-arrestin	MgcRacGAP inhibition	NTR1 ag	NTR1 ag cell count 20 µM	NOD1 inhibition	GPR35 antagonists	KOR beta-arrestin-1	K1F lysis inhibition	GPR55 antagonists	KOR beta-arrestin-2
O=C(/N=C1/c2ccccc2CN1c1ccccc1)Nc1ccccc1	-0.1%	-3%	1.4	52	-14%	-5%	30%	-1.1%	-12%	6.0%
O=C(CCC(=O)Nc1ccccc1)N/N=C/c1ccco1	0.1%	3%	2.1	54	-8%	1%	9%	1.2%	11%	0.4%
Cc1ccc(S(=O)(=O)N2CCN(S(=O)(=O)N3CCCCC3)CC2)c(C)c1	-0.2%	0%	2.5	54	25%	27%	-34%	3.0%	-1%	-4.3%
CC1=NN(C(=O)COc2ccccc2)C(O)(c2ccccc2)C1 (stereo not given)	0.2%	2%	-0.3	38	-4%	-4%	16%	-5.2%	9%	1.5%
O=c1[nH]c2cc3c(cc2cc1C(c1nnnn1C1CCCC1)N1CCSCC1)OCCO3 (stereo not given)	-0.2%	7%	2.4	66	20%	-8%	-16%	1.5%	-8%	3.3%
CCc1ccc2nc(Nc3ncc(C(C)=O)c(C)n3)nc(C)c2c1	0.0%	10%	3.2	54	-4%	-10%	13%	-1.5%	-9%	2.2%
O=C1C(O)CC2c3ccccc3CC3(CCCC3)N12 (stereo not given)	-0.2%	0%	3.5	75	-1%	11%	27%	5.2%	2%	-1.6%
Cc1ccc(S[C@@H](CCN2CC[C@H](C(C)(C)C)CCC2=O)c2ccccc2)cc1	0.0%	0%	-0.5	89	14%	10%	-22%[20 µM]	-0.5%	31%	1.9%
CC(C)(C)c1cc(Cc2ccccc2)[nH]n1	-0.1%	1%	0.1	63	-36%	-9%	30%	0.8%	10%	0.2%
O=C(NCc1cn2ccsc2n1)c1cccc(C(F)(F)F)c1	0.3%	10%	-1.4	34	4%	5%	6%	-0.1%	18%	-9.9%
Cc1ccccc1N(C(=O)CCCC(=O)Nc1ccccn1)C(C(=O)NC1CCCC1)c1ccc(O)cc1 (stereo not given)	0.2%	6%	-0.4	43	-40%	12%	22%	0.6%	89%	-4.7%
CCN(c1ccccc1)S(=O)(=O)c1nnc(NC(=O)C(C)(C)C)s1	-0.1%	2%	-0.3	103	17%	7%	-13%	0.2%	2%	0.2%
Cc1ccsc1/C=N/NC(=O)C(N)=O	0.9%	4%	3.0	31	-37%	9%	-18%	-0.3%	2%	-1.0%
O=C1c2ccc3c4c(ccc(c24)C(=O)N1c1cccc(O)c1)C(=O)N(c1cccc(O)c1)C3=O	-1.9%	8%	6.8	51	0%	-11%	30%	0.3%	13%	0.6%
COC(=O)[C@H](Cc1ccccc1)NC(=O)O[C@@H]1C(=O)c2cc(OC)ccc2O[C@H]1c1ccc(OC)c(Br)c1	0.2%	.	3.0	81	-24%	-2%	-48%	.	1%	-1.2%
CC(C)Nc1nc(C#N)nc(NC(C)C)n1	-0.3%	4%	2.4	73	16%	1%	-44%	0.8%	0%	13%
O=C(CCC1CCCN(C(=O)c2cccc(F)c2)C1)N1CCN(c2ccccn2)CC1 (stereo not given)	-0.1%	3%	-0.2	63	-21%	9%	17%	0.9%	14%	-2.2%
Cc1ccnc(NS(=O)(=O)c2ccc3c(c2)CCO3)c1	-0.1%	.	-1.3	36	-6%	-7%	35%	.	9%	-3.5%
Nc1nnnn1/N=C/c1cccc(Br)c1	-0.1%	17%	0.5	41	-24%	-14%	7%	1.9%	-8%	1.5%
CC(C)CNc1c(N)n(CC(C)C)c(=O)[nH]c1=O	-0.3%	8%	0.1	33	9%	-1%	16%	-0.9%	1%	-4.2%
C=CCNC(=O)c1ccccc1NS(=O)(=O)c1ccccc1	-0.1%	7%	0.0	33	-15%	6%	-12%	0.6%	0%	1.3%
CC(=O)c1ccc(NC(=O)C2CCC(C)(C(=O)O)C2(C)C)cc1 (stereo not given)	-0.2%	10%	-0.2	50	1%	-4%	23%	-0.9%	-9%	-6.0%
NC(=O)c1nsc(C(=O)N(c2ccc(Cl)cc2)C(C(=O)NCC2CCCO2)c2cccs2)c1N (stereo not given)	0.2%	5%	4.0	41	-17%	3%	20%[20 µM]	-1.5%	30%	.
Cc1cccc(N2CCN(C(=O)c3ccc4c(c3)NC(=O)C(CSCc3cccc(F)c3)N4)CC2C)c1 (stereo not given)	-0.1%	12%	0.9	52	-6%	-4%	-27%	0.4%	3%	-0.2%
COc1ccc(N2CCN(C(=O)c3ccc4[nH]c(C)c(C)c4c3)CC2)cc1	-0.2%	20%	2.7	55	-17%	-2%	13%	0.7%	-9%	-4.0%
The listing continues.
SMILES	GPR55 beta-arrestin	MgcRacGAP inhibition	NTR1 ag	NTR1 ag cell count 20 µM	NOD1 inhibition	GPR35 antagonists	KOR beta-arrestin-1	K1F lysis inhibition	GPR55 antagonists	KOR beta-arrestin-2
COc1cc(NC(=O)CCCNC(=O)c2ccc(Cl)cc2)cc(OC)c1OC	0.6%	9%	0.4	56	11%	-8%	-15%	0.2%	-3%	1.0%
CC(=O)N(Cc1cc(=O)[nH]c2ccccc12)c1ccc(C)cc1C	-0.1%	16%	0.0	80	-5%	7%	5%	0.0%	18%	-1.6%
CN(c1ccccc1)c1nc(N)c([N+](=O)[O-])c(Nc2cccc(F)c2)n1	0.0%	.	44*	83*	-4%	-10%	-23%	0.0%	6%	-1.8%
CC(C)NC(=O)c1ccc2c(c1)nnn2C	0.3%	-3%	-0.4	79	.	3%	10%	4.0%	-4%	-1.3%
Cc1ccc(C(=O)N2CCN=C2SCc2ccc([N+](=O)[O-])cc2)cc1C	-0.5%	8%	4.3	49	-6%	-8%	42%	-0.1%	6%	-1.1%
CC(C)OC(=O)CSc1nnc(-c2ccc(C(C)(C)C)cc2)n1N	0.6%	0%	-2.3	90	-17%	2%	14%	-0.3%	-14%	0.4%
Nc1ccc(N2CCOCC2)cc1C(F)(F)F	-0.1%	23%	-1.4	57	-12%	7%	-2%[20 µM]	0.3%	9%	.
FC(F)Oc1ccccc1C1CC(c2ccc(Br)s2)Nc2ncnn21 (stereo not given)	0.0%	0%	0.3	34	-6%	-2%	32%	-1.0%	2%	-2.0%
C=C(C)Cn1cnc2cc(C)c(C)cc21	0.1%	7%	-1.0	46	-32%	-9%	-4%	0.1%	-3%	-1.7%
C=CCNc1nc2ccccc2nc1NS(=O)(=O)c1ccc(F)cc1	0.2%	9%	0.5	59	-2%	19%	-13%	1.5%[50 µM]	9%	-3.9%
O=S(=O)(NCc1cccnc1)c1ccc(Cl)c(Cl)c1	0.4%	11%	-0.1	42	-25%	-1%	18%	1.1%	-4%	5.7%
O=C(CSc1cn(CCNC(=O)c2ccccc2)c2ccccc12)NCc1ccco1	-0.2%	5%	0.3	87	7%	6%	0%	0.4%	-16%	-2.0%
CC(=O)c1c(O)c2ccccc2n(C)c1=O	0.1%	-6%	-0.6	45	-26%	-1%	-23%	0.0%	2%	-8.7%
CC(=O)C1=C(C)OC(N)=C(C#N)C1c1cccnc1 (stereo not given)	-0.5%	5%	2.0	48	-1%	-13%	-4%	0.1%	-1%	1.1%
CC(=O)Nc1cccc(Oc2ncnc3scc(-c4ccc(C(C)C)cc4)c23)c1	6µM*	9%	.	.	-11%	-5%	-3%	-0.8%	15%	-0.3%
Cc1cccc(C(=O)N2CCN(CCNC(=O)C(=O)Nc3ccc(F)cc3)CC2)c1	1.1%	8%	1.5	38	-5%	4%	-2%	0.1%	-7%	-2.0%
CCc1nn(C(CC)C(=O)NCCc2ccc(OC)cc2OC)c(=O)c2cc3occc3n12 (stereo not given)	-0.1%	14%	0.5	63	-5%	-13%	5%	0.1%	-5%	7.0%
Cc1cccc(OCc2nnc(SCC(=O)N3CCc4ccccc43)n2C)c1	-0.3%	4%	3.2	65	-28%	-12%	-31%	6.4%	3%	0.3%
COc1ccccc1NC(=O)C1=C(C)Nc2nnnn2C1c1ccccc1OC (stereo not given)	0.0%	7%	0.0	57	-7%	-9%	37%	0.1%	7%	-3.2%
NC(=O)c1nsc(C(=O)N(Cc2cccnc2)C(C(=O)NC2CCCCC2)c2ccc(F)cc2)c1N (stereo not given)	-0.2%	8%	-1.0	54	-4%	13%	-13%	0.1%	3%	-0.7%
Cc1cccc(-c2ncc(S(=O)(=O)C(C)(C)C)c(N)n2)c1	-0.3%	-8%	0.9	48	-16%	6%	14%	-0.3%	4%	0.7%
CC(C)C(=O)NNC(=O)c1cc2sccc2s1	0.1%	11%	0.2	33	-10%	11%	-15%	1.9%	13%	4.3%
CCOC(=O)C1=C(C)N(C)C(=S)NC1c1c(OCC)ccc2ccccc12 (stereo not given)	0.2%	-2%	0.7	59	-15%	-6%	-130%[20 µM]	0.5%	7%	-4.4%
Cn1ncc2c(=O)n(/N=C/c3ccccc3)cnc21	0.2%	13%	-0.6	80	-26%	2%	-10%	0.0%	-1%	1.6%
Cc1nc2ccc(NC(=O)c3nn(C(C)C)c(=O)c4ccccc34)cc2s1	-0.1%	6%	6.6	38	-19%	18%	6%	0.7%	8%	-3.5%
The results go on:
SMILES	GPR55 beta-arrestin	MgcRacGAP inhibition	NTR1 ag	NTR1 ag cell count 20 µM	NOD1 inhibition	GPR35 antagonists	KOR beta-arrestin-1	K1F lysis inhibition	GPR55 antagonists	KOR beta-arrestin-2
CCCCOc1ccc(C(O)C(CN2CCCCC2)c2ccccc2)cc1 (stereo not given)	0.1%	8%	-0.1	42	-13%	-6%	-6%	-0.5%	16%	1.6%
Cc1ccc2[nH]cc(C(=O)CN3CCN(c4ccccc4F)CC3)c2c1	-0.1%	5%	2.3	87	-15%	5%	-24%	0.4%	14%	6.1%
CCCc1noc(-c2cccc([N+](=O)[O-])c2)n1	-0.2%	2%	1.2	69	-25%	11%	-17%	0.0%	0%	7.3%
CCOc1ccccc1-c1nc(CN2CCC(C(=O)N3CCOCC3)CC2)c(C)o1	-0.1%	8%	-0.3	77	14%	-13%	-6%	0.6%[50 µM]	1%	0.4%
O=C(Nc1ccc(NC(=O)C2CC2)nc1)c1ccccn1	0.2%	8%	1.6	62	-39%	5%	-2%	-0.3%	6%	10%
O=C1C(Cc2ccc(O)cc2)NC(=S)N1Cc1ccccc1 (stereo not given)	0.3%	12%	-0.6	63	-2%	-8%	22%	1.6%	-1%	-3.1%
CCC(C)NC(=O)CCSCCC(=O)NC(C)CC (stereo not given)	-0.2%	5%	0.0	58	-3%	3%	29%	0.7%	6%	-2.3%

GPR55 beta-arrestin: entries above that show a hit.
smiles | GPR55 beta-arrestin | MgcRacGAP inhibition | NOD1 inhibition | GPR35 antagonists | KOR beta-arrestin-1 | GPR55 antagonists | KOR beta-arrestin-2
CC(=O)Nc1cccc(Oc2ncnc3scc(-c4ccc(C(C)C)cc4)c23)c1 | 6µM* | 9% | -11% | -5% | -3% | 15% | -0.3%

Source: PubChem BioAssay (several laboratories)
